rTrxR1 inhibitor – blocks rat thioredoxin reductase 1 | O89049 | recombinant rTrxR1, NADPH fluorescence consumption, selenite substrate | Potency, µM (doses to about 114 µM), without a hit: at the top dose activity change, negative = inhibition, hits mostly inhibitors | actives 1% (n = 390,000); note: % is set by controls: 0 for no effect and ±100 for the full control effect; nearly all actives have a fitted effect of over 65% in size
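Rat TrxR1 (90 nM in the dispensed reagent) was pre-reduced with 400 uM NADPH for 5 min at room temperature, then incubated with compound for 15 min. After 400 uM selenite was added, NADPH fluorescence (Ex 340/Em 450 nm) was followed for 8 min.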
TrxR1 substrate – is turned over as a substrate by rat TrxR1; purified TrxR1 substrate turnover, NADPH consumption readout; Potency, µM (doses to about 114 µM), for the others: at the highest dose activity change, negative = substrate turnover; actives 0.01% (n = 390,000); AID 588456; note: % is set by controls: 0 for no effect and ±100 for the full control effect; nearly all actives have a fitted effect of over 50% in size
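Rat TrxR1, dispensed at 90 nM, was prereduced with 400 uM NADPH (final) for 5 min at ~22 deg C, then incubated with compound 15 min before 400 uM selenite. A first-read NADPH fluorescence drop versus no-compound background flagged substrates.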
ALOX12 inh – ALOX12 (human) lipoxygenase inhibition; purified 12hLO, xylenol orange hydroperoxide absorbance; Potency, µM (series often up to 108 µM), without a hit: top-dose activity change, negative = inhibition, actives largely listed as inhibitors; actives 1.1% (n = 580,000); note: % is set by controls: 0 for no effect and ±100 for the full control effect
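Purified human 12hLO at 150 nM in 25 mM Hepes, 0.01% Triton X-100, pH 7.0, preincubated 15 min at room temperature with compound. Reaction started with 40 uM arachidonic acid, 30 min at room temperature. Hydroperoxide measured by Fe-xylenol orange, 573/405 nm absorbance ratio.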
RGS4 inh – inhibitors of human regulator of G protein signaling 4. Transcreener GDP fluorescence polarization, RGS4-accelerated GTP hydrolysis. P49798. Potency, µM (highest dose often 114 µM), for inactives: at the highest dose activity change, negative = inhibition, most hits filed as inhibitors. actives 0.039% (n = 390,000); note: % is set by controls: 0 for no effect and ±100 for the full control effect; nearly all actives have a fitted effect of over 75% in size; some results filed as inactive show a strong effect at the top dose
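MLSMR compounds (23 nl, pin-transferred) preincubated 10 min at room temperature with a 500nM (2x) first reagent, then RGS4 at 900nM (2x) plus Transcreener GDP mix added; fluorescence polarization (620/688 nm) read before and after 90 min at 30 °C.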
IDH1 R132H inh – human IDH1 R132H inhibition; O75874; IDH1-R132H enzyme, NADPH consumption, diaphorase/resazurin fluorescence; Potency, µM (series often up to 76.6 µM), without a hit: at the highest dose activity change, negative = inhibition, hits mostly inhibitors; actives 0.093% (n = 390,000); AID 602179; note: % is set by controls: 0 for no effect and ±100 for the full control effect; nearly all actives have a fitted effect of over 65% in size
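IDH1-R132H (0.5 ug/mL) preincubated 30 min with compound, then NADPH (0.016 mM) and alpha-KG (2 mM) added; 80 min at RT, pH 7.5. Remaining NADPH coupled via diaphorase/resazurin to fluorescence (540/590 nm); concentration-response curves normalized to no-enzyme control.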
RXFP1 agonist – activates the human relaxin receptor RXFP1; Q9HBX9; HEK293T-RXFP1 cAMP TR-FRET, 30 min; response scale: percent of porcine relaxin response, buffer zero; Potency, µM (highest dose often 57.5 µM), without a hit: at the highest dose activation, most hits filed as activators; actives 0.3% (n = 370,000); AID 2676; note: % is set by controls: 0 for no effect and ±100 for the full control effect; nearly all actives have a fitted effect of over 60% in size; many of its hits are not listed in these tables
Target sequence (Q9HBX9 whole entry, looked up): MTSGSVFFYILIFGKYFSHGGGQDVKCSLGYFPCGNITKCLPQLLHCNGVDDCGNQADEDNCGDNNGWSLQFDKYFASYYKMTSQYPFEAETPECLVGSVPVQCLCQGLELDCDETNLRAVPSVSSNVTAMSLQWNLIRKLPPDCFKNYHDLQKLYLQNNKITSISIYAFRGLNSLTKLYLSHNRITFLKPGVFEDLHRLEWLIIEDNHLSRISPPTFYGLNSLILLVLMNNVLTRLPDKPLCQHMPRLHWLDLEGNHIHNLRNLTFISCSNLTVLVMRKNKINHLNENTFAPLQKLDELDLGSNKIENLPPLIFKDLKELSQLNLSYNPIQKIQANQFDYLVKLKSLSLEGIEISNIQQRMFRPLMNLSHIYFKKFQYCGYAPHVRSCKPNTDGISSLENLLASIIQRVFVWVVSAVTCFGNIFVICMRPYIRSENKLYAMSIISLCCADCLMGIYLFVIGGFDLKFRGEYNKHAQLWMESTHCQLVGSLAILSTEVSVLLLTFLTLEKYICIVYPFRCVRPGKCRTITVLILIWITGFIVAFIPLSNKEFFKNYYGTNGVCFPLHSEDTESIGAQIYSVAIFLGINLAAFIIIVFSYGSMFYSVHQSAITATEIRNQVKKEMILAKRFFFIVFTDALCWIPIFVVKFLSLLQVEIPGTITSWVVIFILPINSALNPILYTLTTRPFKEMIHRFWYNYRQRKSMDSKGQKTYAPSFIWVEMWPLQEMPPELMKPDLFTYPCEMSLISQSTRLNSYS
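HEK293 cells stably expressing RXFP1, treated 30 min at 37C with compounds plus PDE4 inhibitor Ro 20174; cAMP measured by HTRF TR-FRET. Normalized to buffer and 29 nM porcine relaxin; EC50 by Hill fit.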
Vif-APOBEC3G blk – blocks the Vif interaction with human APOBEC3G; Potency, µM (doses to about 46.1 µM), for the others: at the top dose activity, negative = active, hits mostly inhibitors; Q9HC16; actives 0.076% (n = 410,000); HeLa A3G-eYFP + Vif (tagged APOBEC3G with the HIV-1 protein that degrades it), YFP fluorescence, overnight;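 note: % is set by controls: 0 for no effect and ±100 for the full control effect; nearly all actives have a fitted effect of over 60% in size; hits raise eYFP signal because A3G escapes Vif-driven loss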
Target sequence (Q9HC16 whole entry, looked up): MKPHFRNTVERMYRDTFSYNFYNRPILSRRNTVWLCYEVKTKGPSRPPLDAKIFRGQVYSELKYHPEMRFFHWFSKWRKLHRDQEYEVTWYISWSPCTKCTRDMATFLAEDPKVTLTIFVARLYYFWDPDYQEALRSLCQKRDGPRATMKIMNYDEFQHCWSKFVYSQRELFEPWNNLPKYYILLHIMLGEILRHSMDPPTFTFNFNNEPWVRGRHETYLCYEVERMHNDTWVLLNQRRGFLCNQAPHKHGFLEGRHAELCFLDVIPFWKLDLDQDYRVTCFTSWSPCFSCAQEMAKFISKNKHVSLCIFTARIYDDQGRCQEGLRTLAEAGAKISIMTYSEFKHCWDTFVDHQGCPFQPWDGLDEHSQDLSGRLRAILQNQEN
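HeLa cells stably expressing Vif and C-terminally eYFP-tagged A3G, seeded overnight at 37 deg C, then exposed to compound by pintool overnight at 37 deg C. Rise in yellow fluorescence (Ex 488/Em 500-530, Acumen) marks blocked Vif-driven A3G degradation.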
USP1-UAF1 inh – USP1/UAF1 (human) deubiquitinase inhibition; recombinant USP1/UAF1, Ub-Rhodamine cleavage fluorescence; actives 0.23% (n = 390,000); Potency, µM (highest dose often 57.1 µM), for the others: top-dose activity change, negative = inhibition, usual class: inhibitors; O94782; note: % is set by controls: 0 for no effect and ±100 for the full control effect; nearly all actives have a fitted effect of over 60% in size; inactives centre near -12
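USP1/UAF1 complex at 1 nM was preincubated with compound for 15 min at room temperature, then Ub-Rho substrate (150nM final) was added. Fluorescence (480/540 nm) was read kinetically, 6 reads every 60 seconds.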
Vif-A3F inh – inhibitors of Vif-A3F interaction. Potency, µM (titrated, usually from 46.1 µM), without a hit: top-dose activity, negative = active. AID 602313. HeLa A3F-eYFP + Vif (tagged APOBEC3F with the HIV-1 protein that degrades it), YFP fluorescence increase. actives 0.2% (n = 390,000); note: % of control where 0% means no effect; nearly all actives have a fitted effect of over 65% in size
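Fluorescence increase (Ex 488/Em 500-530) after overnight compound treatment at 37 deg C flags inhibition of Vif-driven A3F-eYFP loss in stable HeLa A3F-eYFP/Vif cells seeded overnight beforehand.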
Active calls of the source: *; ? = inconclusive; . = not tested or not shown; [ ] = another dose, or the depositor's remark. Calls come from the whole dose curve; as a rule, active = well fitted curve in the direction sought with a large enough effect; inconclusive = small, poorly fitted or top-dose-only effect, or another doubt; inactive = no such curve, though single readings can be large; an effect the other way counts as inactive or inconclusive. Potency is the fitted concentration of half-maximal effect. This is a subset; the hit share may differ from the screen's.

SMILES	rTrxR1 inhibitor	TrxR1 substrate	ALOX12 inh	RGS4 inh	IDH1 R132H inh	RXFP1 agonist	Vif-APOBEC3G blk	USP1-UAF1 inh	Vif-A3F inh
O=C(CNC(=O)c1ccc2c(c1)OCCO2)N/N=C/c1ccco1	13%[57.1 µM]	7%[57.1 µM]	113%[activator]	-10%	1%	-2.3%	1%	0%	3%
COC(=O)CSc1nnc(SCc2ccccc2)s1	23%	3%	2%	-20%	-4%	0.5%	0%	-3%	-3%
NNc1ccccc1C(F)(F)F	1%[57.1 µM]	5%[57.1 µM]	?	-34%	5%	0.1%	-1%	-12%	5%
Cc1cc(C)cc(-n2c(C)cc(/C=C3\C(=N)N4N=C(CC(C)C)SC4=NC3=O)c2C)c1	5%	4%	-17%	-4%	-3%	-1.1%	0%	-3%	-12%
Cc1ccc(NC(=S)N2CCN(CCN3C(=O)c4cccc5cccc(c45)C3=O)CC2)cc1	6%	-4%	-14%	-1%	1%	-2.3%	2%	-2%	3%
COc1ccccc1C(=O)NCC(=O)OCC(=O)c1ccc(Cl)s1	24%	10%	?	-4%	0%	1.8%	-1%	-4%	5%
CCOC(=O)C1(Cc2cccc(OC)c2)CCN(Cc2ccc(OC)c(O)c2)CC1	4%	1%	.	6%	0%	0.6%	4%	-23%	-10%
O=C(O)c1cccc(S(=O)(=O)Nc2ccccc2C(=O)NCCc2ccccc2)c1	3%	0%	?	13%	-7%	3.5%	2%	-7%	-1%
Cc1cccc(Cn2cnc3c(nnn3Cc3ccc(Cl)cc3)c2=O)c1	11%	0%	6%	-21%	6%	0.0%	0%	-11%	-4%
C=CC[C@H](CC(=O)OC(C)(C)C)C(=O)OC[C@H]1CCCN1C(=O)[C@@H](CC=C)CC(=O)N(CCO)Cc1ccccc1	-2%	-11%	-12%	7%	11%	.	-2%	7%	3%
Cc1ccc(C(=O)NCc2nnnn2-c2ccc(C)c(C)c2)cc1	10%[57.1 µM]	-3%[57.1 µM]	?	16%	-2%	-2.0%	4%	-22%	2%
CCOc1ccccc1/C=C/c1onc(C)c1S(=O)(=O)N1CCC(C(=O)N2CCCCCC2)CC1	2%	3%	?	12%	-2%	-0.8%	1%	-11%	-3%
CC1=C(C(=O)Nc2ccc(C)cc2C)C(C(C)C)n2nc(SCc3ccccc3Cl)nc2N1 (stereo not given)	24%	1%	-17%	5%	-17%	-0.7%	4%	-9%	-2%
CCOC(=O)c1ccc(N2C(=O)CC(N3CCC(C(N)=O)(N4CCCCC4)CC3)C2=O)cc1 (stereo not given)	-14%[57.1 µM]	9%[57.1 µM]	6%	33%	-1%	1.1%	0%	-5%	-2%
CCC(=O)c1ccc(OCC(=O)OCC(=O)NC2CCCCCCC2)cc1	30%	1%	262%[activator]	1%	-11%	-0.9%	2%	-9%	1%
O=C(COC(=O)c1ccco1)NCC1CCCCC1	21%	-5%[57.1 µM]	0%	14%	0%	-0.8%	1%	-9%	-18%
CCOc1ccc(CNC(=O)c2cnc(SC)nc2CC)cc1	28%[57.1 µM]	8%[57.1 µM]	3%	-6%	.	-1.8%	.	-3%	.
O=C(NCc1nnc2c(C(F)(F)F)cc(Cl)cn12)c1cccs1	-17%	-10%	-19%	15%	-10%	29%	2%	-8%	-6%
COc1ccc(NC(=O)CCN2C(=O)c3ccccc3C2=O)cc1	8%	-6%	10%	17%	-6%	1.0%	1%	-9%	0%
CCN1CCN(C(c2ccccc2)c2sc3nc(-c4ccco4)nn3c2O)CC1 (stereo not given)	20%[57.1 µM]	0%[57.1 µM]	-8%	-7%	.	0.1%	.	-15%	.
Cc1nn(C)c(C(=O)NC(=S)Nc2ccc([N+](=O)[O-])cc2)c1Cl	-13%	-4%	?	?	0%	6.9%	1%	-19%	?
Cc1nn(-c2ccccc2)c2[nH]c(=O)cc(C(F)(F)F)c12	-2%[57.1 µM]	6%[57.1 µM]	-9%	-18%	-8%	4.2%	-4%	-21%	2%
O=C(c1cn(-c2ccccc2)nc1-c1cccnc1)N1CCCC(C(F)(F)F)C1 (stereo not given)	11%	6%[57.1 µM]	3%	14%	2%	0.0%	-1%	?	-15%
COc1cc(NC(=O)COC(=O)Cc2ccc(-c3ccccc3)cc2)cc(OC)c1	13%	5%	-2%	13%	7%	0.6%	-5%	-24%	-22%
Cc1sc2ncnc(SCC(=O)c3ccc4c(c3)OCCO4)c2c1-c1ccccc1	-11%	-10%	14%	-9%	6%	0.6%	0%	0%	-7%
O=C(COC(=O)c1cc(=O)[nH]c2ccccc12)Nc1ccc(Cl)c(S(=O)(=O)N2CCOCC2)c1	-1%	3%	?	-37%	2%	.	1%	-22%	-22%
CCn1cc(C(=O)N(C)Cc2ccccc2)c(=O)c2cc(S(=O)(=O)N3CCCCCC3)ccc21	13%	3%	-26%	16%	3%	0.4%	-5%	-15%	2%
CN(C)CCNC(=S)Nc1ccccc1C(C)(C)C	29%[57.1 µM]	11%[57.1 µM]	10%	-15%	5%	0.4%	-1%	-5%	-1%
CC(C)N1CCN(Cc2nc(-c3ccccc3)cs2)CC1CCO (stereo not given)	15%	-3%	-7%	2%	0%	1.1%	2%	-10%	19%
Cc1cc2nnc(SCC(=O)NC3CCCCC3)n2c(N)n1	11%	-5%	-13%	13%	-8%	?	-4%	-4%	4%
CCn1c(=O)cc(OCC(=O)NCCCN2CCC(C)CC2)c2ccccc21	24%	10%	-12%	10%	0%	0.1%	0%	-8%	-3%
COc1ccc2oc(=O)c(C(=O)N3CCN(c4ccccc4)CC3)cc2c1	16%	8%	-13%	20%	5%	1.8%	-2%	-25%	-11%
COc1ccc(Cn2c(=O)c3c(nc(NCCO)n3C)n(C)c2=O)cc1	-14%	-14%	-1%	7%	5%	4.9%	1%	-24%	0%
NC(=O)N/N=C/c1cc(Br)ccc1OC(=O)c1ccccc1	22%	6%	3%	2%	-5%	-0.9%	-8%	-24%	0%
CCOC(=O)Nc1sc(NS(=O)(=O)c2ccccc2)nc1C	-8%	3%	0%	9%	2%	0.4%	0%	-21%	3%
Cc1cc(N2CCCC2=O)ccc1S(=O)(=O)N1CCOCC1	14%[57.1 µM]	5%[57.1 µM]	-9%	-14%	1%	-0.2%	6%	-7%	-16%

Compound profiles (already shown). Values in the order: rTrxR1 inhibitor | TrxR1 substrate | ALOX12 inh | RGS4 inh | IDH1 R132H inh | RXFP1 agonist | Vif-APOBEC3G blk | USP1-UAF1 inh | Vif-A3F inh
`NNc1ccccc1C(F)(F)F` is entered as 1%[57.1 µM] | 5%[57.1 µM] | ? | -34% | 5% | 0.1% | -1% | -12% | 5%
`O=C(c1cn(-c2ccccc2)nc1-c1cccnc1)N1CCCC(C(F)(F)F)C1` (stereo not given) is entered as 11% | 6%[57.1 µM] | 3% | 14% | 2% | 0.0% | -1% | ? | -15%
`O=C(CNC(=O)c1ccc2c(c1)OCCO2)N/N=C/c1ccco1` is entered as 13%[57.1 µM] | 7%[57.1 µM] | 113%[activator] | -10% | 1% | -2.3% | 1% | 0% | 3%

Carrying on:
SMILES	rTrxR1 inhibitor	TrxR1 substrate	ALOX12 inh	RGS4 inh	IDH1 R132H inh	RXFP1 agonist	Vif-APOBEC3G blk	USP1-UAF1 inh	Vif-A3F inh
Cc1ccc(CNS(=O)(=O)c2c(C)[nH]c(C)c2C(=O)N2CCCC2)cc1	10%[57.1 µM]	-13%[57.1 µM]	-10%	-31%[56.9 µM]	5%	0.6%	3%	-14%	6%
CCOc1ccccc1Nc1nc(N)nc(Cl)c1CC	-3%	-9%	-59%	0%	2%	.	3%	-9%	-6%
O=C(c1ccccc1F)N1CCN(c2ccc([N+](=O)[O-])cc2-n2cccc2)CC1	12%	3%	-58%	-27%	15%	-4.6%	-7%	-18%	4%
Cc1ccc(CSc2nnc(CCCCCNC(=O)OC(C)(C)C)o2)cc1	28%[57.1 µM]	-14%[57.1 µM]	0%	-19%	10%	3.9%	1%	-17%	1%
CN(C)S(=O)(=O)N1CCC(n2cnc3cccnc32)CC1	9%[57.1 µM]	3%[57.1 µM]	-1%	-27%	1%	1.8%	-1%	-16%	-1%
COc1ccc2c(c1OC)C[N+]1([O-])CCc3cc4c(cc3C1C2)OCO4 (stereo not given)	-2%[57.1 µM]	6%[57.1 µM]	6%	6%	-3%	0.7%	3%	4%	1%
Cn1c(=O)c2sccc2n2c(CCCC(=O)NC3CCN(Cc4ccccc4)CC3)nnc12	16%	2%	14%	-9%	1%	?	0%	-14%	-10%
Nc1c(N2CCCC2)c2ccccc2oc1=O	-5%[57.1 µM]	-1%[57.1 µM]	?	18%	-10%	3.8%	-1%	-13%	11%
O=C(Nc1nc(-c2ccc(F)c(F)c2)cs1)c1ccc(OCC2CCCO2)cc1 (stereo not given)	-7%	-4%	-16%	12%	6%	?	-9%	1%	-13%
Cc1cc2ncc(-c3ccccc3)nc2cc1C	15%	5%	0%	-27%	6%	1.0%	1%	-17%	1%
Cc1cccc(Nc2nnc(SCc3cn4ccsc4n3)s2)c1	18%[57.1 µM]	-19%	380%[activator]	-38%	3%	0.3%	-11%	0%	0%
COc1cccc(NS(=O)(=O)c2ccc3[nH]c4c(c3c2)CCCCCC4)c1	16%	-3%	6%	-13%	-6%	0.7%	-2%	-14%	-4%
Cc1ccc(-n2ncc3c2CC(C)(C)CC3NC(=O)CCCN2CCCC2=O)cc1 (stereo not given)	16%	-2%	11%	22%	-5%	0.4%	-1%	-16%	-12%

Screening results deposited in PubChem by National Center for Advancing Translational Sciences (NCATS).
